HTR5A ag ctr = activates human HTR5A in OPRM1-OPRD1 agonist counter-screen; HTR5A agonist assay, luminescence, cell-based; actives 0.61% (n = 340,000); activation, % at 9.3 µM; in the data active = activation mostly above about 9.5%, no sharp cut-off; inactive = mostly below about 7.6%;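 also: 0% = cells with vehicle only and 100% = reference agonist; strong numbers were not always called active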
PKA-R1A act = PKA-R1A complex activation | actives 0.083% (n = 340,000) | PKA-R1A dissociation, Cy5-IP20 fluorescence polarization; scaled: DMSO 0%, 113 µM cGMP 100% | P00514+P68181 | AID 504707 | activation, % at 11.4 µM;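 active = percent activation above the mean of all tested compounds plus 3 SD, cut at about 19% in these data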;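 also: higher means more PKAc released from R1A so a rise in polarization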
Arr AP2 block = human beta-arrestin and AP2 interaction inhibition. FITC-arrestin peptide / GST-AP2 beads, flow cytometry; AP2 beta2 appendage carries R879A mutation. inhibition, % at 10 µM. actives 0.31% (n = 340,000). AID 504490;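 active = inhibition above a set limit, near 3 SD of compounds lacking own fluorescence, cut at about 54% in these data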;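 also: plate controls were DMSO wells for no effect and 5 µM unlabelled arrestin peptide for full effect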
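System: GST-AP2 R879A glutathione beads. Medium: PBS with 0.05% Tween 20 and 0.1% BSA. Also added: FITC-arrestin peptide, 50 nM. Incubation: 12 min plus 1 h, RT. Measured by: high-throughput flow cytometry of beads, ex 488, em 535 nm. Evaluation: percent drop in bead-associated FITC signal.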
PKA-R2B activ = PKA-R2B complex activation. P22694+P31323. PKA-R2B holoenzyme dissociation, Cy5-IP20 fluorescence polarization; R2B truncated from residue 108, S112A mutant; 0% DMSO only, 100% 113 µM cGMP. activation, % at 11.4 µM. actives 0.079% (n = 340,000). AID 504700;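 active = activation above a cutoff set at the mean over all compounds plus 3 SD, cut at about 18% in these data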;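 also: higher means more holoenzyme dissociation and a rise in polarization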
Target sequence (P31323 whole entry, looked up, other chains not shown, the tested form may be a part): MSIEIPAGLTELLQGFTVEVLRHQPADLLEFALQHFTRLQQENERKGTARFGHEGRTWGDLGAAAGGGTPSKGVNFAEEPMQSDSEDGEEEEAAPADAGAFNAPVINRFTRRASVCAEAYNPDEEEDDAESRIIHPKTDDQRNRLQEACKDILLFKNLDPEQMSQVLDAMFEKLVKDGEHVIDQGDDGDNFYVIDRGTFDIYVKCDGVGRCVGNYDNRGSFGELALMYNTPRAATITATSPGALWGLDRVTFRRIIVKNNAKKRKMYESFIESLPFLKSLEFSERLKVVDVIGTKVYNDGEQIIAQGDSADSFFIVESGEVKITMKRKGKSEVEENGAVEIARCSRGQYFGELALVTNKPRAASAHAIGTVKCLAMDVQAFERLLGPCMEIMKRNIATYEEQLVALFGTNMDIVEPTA
DAGLB inhibitor = diacylglycerol lipase beta (human) inhibition; HEK293T DAGLB membrane lysate, EnzChek fluorogenic substrate; inhibition, % at 5.17 µM; actives 0.059% (n = 340,000); in the data active = inhibition above about 34%;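 also: 0% = enzyme with vehicle and 100% = wells lacking enzyme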
Target sequence (Q8NCG7 whole entry, looked up): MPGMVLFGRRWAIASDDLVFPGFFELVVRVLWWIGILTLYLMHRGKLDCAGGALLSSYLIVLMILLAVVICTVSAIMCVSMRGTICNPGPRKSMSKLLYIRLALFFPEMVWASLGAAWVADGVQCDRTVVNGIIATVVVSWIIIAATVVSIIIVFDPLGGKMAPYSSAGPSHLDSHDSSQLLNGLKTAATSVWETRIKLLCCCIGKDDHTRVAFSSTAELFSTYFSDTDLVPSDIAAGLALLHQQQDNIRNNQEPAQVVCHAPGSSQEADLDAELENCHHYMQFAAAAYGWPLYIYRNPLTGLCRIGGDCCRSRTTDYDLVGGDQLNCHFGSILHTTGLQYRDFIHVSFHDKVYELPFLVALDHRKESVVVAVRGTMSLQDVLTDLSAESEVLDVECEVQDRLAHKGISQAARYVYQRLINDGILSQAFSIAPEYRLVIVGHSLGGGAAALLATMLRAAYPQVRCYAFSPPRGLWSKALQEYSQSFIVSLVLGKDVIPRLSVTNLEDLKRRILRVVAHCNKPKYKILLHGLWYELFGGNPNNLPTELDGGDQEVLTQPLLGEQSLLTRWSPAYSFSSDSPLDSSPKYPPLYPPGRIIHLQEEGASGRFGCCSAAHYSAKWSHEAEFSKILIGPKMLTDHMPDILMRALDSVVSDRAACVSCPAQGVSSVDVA
V-ATPase pH = alters yeast V-ATPase proton transport; S. cerevisiae, pHLuorin cytosolic pH fluorescence; actives 0.37% (n = 350,000); response, % at 10 µM; in the data active = response mostly above about 7.3%, no sharp cut-off; inactive = mostly below about 5.4%; also: actives read high; inactives centre near 0; some compounds called inactive have numbers as strong as hits; reference of the scale not given here
HTR5A inv ag = inverse agonist of human HTR5A in OPRM1-OPRD1 counter-screen. P47898. HTR5A cell line, luminescence, inverse agonism. inhibition, % at 9.3 µM. actives 0.083% (n = 340,000). AID 504634; in the data active = inhibition mostly above about 23%, no sharp cut-off; inactive = mostly below about 18%;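 also: 0% = cells with DMSO and 100% = no-cell wells with DMSO; some compounds called inactive have numbers as strong as hits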
MOR-DOR inv ag = mu-delta opioid heterodimer inverse agonism; AID 504357; inhibition, % at 9.3 µM; cell-based MOR-DOR heterodimer luminescence; actives 0.21% (n = 340,000); in the data active = inhibition above about 22%, passing the limit was not always enough;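 also: 0% = cells with DMSO and 100% = wells without cells with DMSO; values of inactives mirror those of a sister screen read the other way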
OPRM1-OPRD1 ag = OPRM1-OPRD1 heterodimerization agonism | activation, % at 9.3 µM | actives 0.3% (n = 340,000) | P35372+P41143 | cells, luminescence; in the data active = activation above about 18%;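 also: 0% = vehicle-treated cells and 100% = reference agonist; values of inactives mirror those of a sister screen read the other way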
Pemphigus Ab inh = blocks pemphigus antibody binding to human desmoglein-3. P32926. DSG3-coupled beads, scFv-anti-DSG3-GFP binding, flow cytometry; stronger effect = lower value. binding (percent of control), % at 10 µM. actives 0.48% (n = 310,000). AID 588358;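 active = binding more than 3 SD below its plate's average and above zero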;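 also: hits lower antibody fragment binding to DSG3; some compounds called inactive have numbers as strong as hits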
The depositor's hits bear a star; / = no result given.

SMILES	HTR5A ag ctr	PKA-R1A act	Arr AP2 block	PKA-R2B activ	DAGLB inhibitor	V-ATPase pH	HTR5A inv ag	MOR-DOR inv ag	OPRM1-OPRD1 ag	Pemphigus Ab inh
Cc1ccc2oc(-c3cccc(NC(=O)/C=C/c4cccc([N+](=O)[O-])c4)c3C)nc2c1	7.7	-1.8	3.3	-8.0	0.6	2.2	-24.4	1.5	-0.3	103.1
O=C(NCCCn1ccnc1)c1ccc(-c2ccccc2)cc1	-0.5	-6.5	-2.1	-4.5	-2.4	1.0	1.8	9.6	-2.1	105.0
O=c1ncn(-c2ccccc2F)c2ncccc12	-2.4	-0.5	3.9	-2.7	-1.2	0.0	-12.5	14.4	-3.1	95.1
CC1(C)CC(=O)c2cc(OCC(=O)NCCCN3CCN(c4ccc(F)cc4)CC3)ccc2O1	1.8	0.2	3.1	0.6	-2.3	-0.7	12.3	1.5	-0.3	98.3
O=C(CN1CCCC1c1cccs1)N1CCN(S(=O)(=O)c2cccc(F)c2)CC1 (stereo unspecified)	-4.7	-12.7	33.5	-1.0	-2.5	0.4	11.7	10.8	-2.6	108.7
Cc1nc(NC(=O)/C=C/c2ccccc2)sc1C(=O)Nc1ccc(Cl)cc1	17.1*	-14.2	-9.8	-10.6	11.3	-1.7	-48.9	-58.5	11.6	80.3
Cc1cc(O)c(NC(=O)c2ccco2)cc1C	-1.8	3.5	-6.3	-4.5	-1.6	8.1	-9.6	16.2	-2.9	104.2
COc1cc(S(=O)(=O)N2CCN(Cc3cccs3)CC2)ccc1NC(C)=O	0.8	-6.0	-11.1	-2.9	-1.3	4.0	-0.1	8.7	-2.2	106.3
CC1(c2ccco2)NC(=O)NC1=O (stereo unspecified)	-0.7	-12.6	4.3	-5.9	-2.4	4.4	-4.2	10.6	-1.8	102.2
CCc1ccc(NC(=O)CSc2ccc(-c3cccnc3)nn2)cc1	12.6	-12.2	-8.9	-2.0	-0.1	-2.4	-32.2	18.1	-4.5	111.7
Cc1ccc(-n2cc(-c3ccccc3)c3c(N4CCOCC4)ncnc32)cc1	-1.8	7.1	14.8	-5.0	-6.9	2.0	4.5	-42.2	9.2	98.3
Cc1sc2nc(CSC(C)C(=O)NC3(C#N)CCCCC3)[nH]c(=O)c2c1C (stereo unspecified)	1.5	-1.3	-1.5	0.3	0.4	7.0	5.0	8.6	-1.3	105.6
CCOC(=O)c1nn(-c2ccccc2F)c2nc(-c3ccco3)c(C#N)c(=O)n12	-3.7	-15.8	-1.4	-10.9	-2.2	-0.2	9.8	14.2	-2.4	91.9
COc1ccc(C(=O)Nc2ccc(Cl)cn2)cc1Cl	3.2	-2.2	1.0	-2.0	-4.3	0.9	-1.4	-10.6	1.9	85.1
COc1ccc2c(c1)OC[C@H]1[C@H]2N2C(=O)c3cc(Br)ccc3NC(=O)[C@@]2(C)[C@H]1c1ccccc1	-2.1	-15.1	-0.4	-2.6	-0.1	2.6	9.9	-9.8	2.1	98.1
COc1ccccc1N1C(=O)C2C(C(=O)c3ccccc3)=NN(c3ccccc3)C2C1=O (stereo unspecified)	-2.8	4.4	-4.0	3.8	-4.1	-5.7	-5.4	7.7	-1.6	/
COC1=C(C)C(O)=C(C(=O)/C=C/c2ccccc2)C(=O)C1(C)C	-1.9	-5.8	/	-2.2	1.9	-2.0	-1.2	-16.8	2.9	101.7
COC(=O)[C@@]1(C)[C@H]2C(=O)N(Cc3ccccc3)C(=O)[C@H]2[C@H]2CN=C(SCC3CC3)N21	-2.9	-0.7	-7.2	-2.4	-0.2	1.1	9.9	12.4	-2.5	100.3
CC(C)(C)OC(=O)N1CCC(Cc2cc(-c3ccc(Cl)cc3)no2)(C(=O)O)CC1	0.0	-8.8	-8.0	-9.4	3.8	1.5	0.0	12.3	-2.1	106.9
O=C(COC(=O)c1ccc(F)cc1Cl)NC1CCS(=O)(=O)C1 (stereo unspecified)	-1.2	13.4	14.1	2.3	-3.4	11.3	2.9	-6.4	1.6	/
O=C(c1ccc(-n2cccn2)cc1)N1CCc2ccccc2C1	4.7	-2.2	9.8	-4.0	-10.3	-1.1	-21.2	3.3	-0.7	108.8
CNc1ccccc1C(C)(C)c1cc(-c2cc(C)cc(C)c2)no1	-1.8	-1.5	7.3	-1.7	-10.7	-1.9	12.7	-24.9	4.8	/
Cc1c(-c2n[nH]c(=S)n2-c2ccc(C(F)(F)F)cc2)nnn1-c1ccccc1	0.2	4.1	-9.0	-4.7	2.8	-4.0	-0.4	2.4	-0.4	97.0
Cc1ccc(CN2CCN(CCCc3ccccc3)CC2CCO)cc1 (stereo unspecified)	5.4	4.3	-11.6	6.8	-1.2	-1.4	-23.2	-1.0	0.2	94.1
CC(C)C(=O)OCC(=O)Nc1ccc(N=Nc2ccccc2)cc1	1.1	-9.8	55.9*	0.6	11.7	0.3	-15.1	-11.9	2.2	93.1

Grouped by structure, the entries above with two or more sulfur atoms
SMILES	HTR5A ag ctr	PKA-R1A act	Arr AP2 block	PKA-R2B activ	DAGLB inhibitor	V-ATPase pH	HTR5A inv ag	MOR-DOR inv ag	OPRM1-OPRD1 ag	Pemphigus Ab inh
O=C(CN1CCCC1c1cccs1)N1CCN(S(=O)(=O)c2cccc(F)c2)CC1 (stereo unspecified)	-4.7	-12.7	33.5	-1.0	-2.5	0.4	11.7	10.8	-2.6	108.7
COc1cc(S(=O)(=O)N2CCN(Cc3cccs3)CC2)ccc1NC(C)=O	0.8	-6.0	-11.1	-2.9	-1.3	4.0	-0.1	8.7	-2.2	106.3
Cc1sc2nc(CSC(C)C(=O)NC3(C#N)CCCCC3)[nH]c(=O)c2c1C (stereo unspecified)	1.5	-1.3	-1.5	0.3	0.4	7.0	5.0	8.6	-1.3	105.6

The list continues:
SMILES	HTR5A ag ctr	PKA-R1A act	Arr AP2 block	PKA-R2B activ	DAGLB inhibitor	V-ATPase pH	HTR5A inv ag	MOR-DOR inv ag	OPRM1-OPRD1 ag	Pemphigus Ab inh
C=CCSc1nnc(NC(=O)CCNC(=O)c2ccccc2Cl)s1	/	0.9	/	6.1	-2.2	1.7	/	/	/	96.6
Cc1cc(OC(=O)c2ccccc2F)c([N+](=O)[O-])c(=O)[nH]1	-2.7	13.5	23.1	9.0	2.9	0.9	-2.0	13.8	-2.7	103.8
COc1ccc(C(=O)Nc2ccc(C)cn2)cc1S(=O)(=O)N1CCCc2ccccc21	-1.9	-16.0	-16.4	-5.9	-1.9	-0.9	4.9	-6.0	0.9	68.5
Cc1ccccc1C(=O)c1cccn1CC(=O)NCc1ccc2c(c1)OCO2	16.8*	3.2	-2.2	10.2	-0.2	1.7	-44.0	-6.6	1.1	/
COc1ccc(OC)c(CN2CCN(C(=O)c3cccs3)CC2)c1	5.4	-3.8	5.7	-1.7	0.7	-2.1	3.5	-4.7	0.9	97.6
O=C(O)/C=C/C(=O)N(Cc1ccccc1)Cc1ccco1	9.7	-6.7	-4.8	-8.6	1.9	-2.3	-27.5	-1.2	0.2	100.6
COc1cccc(NC(=S)N2CCN(S(C)(=O)=O)CC2)c1	3.4	1.5	9.6	-0.8	-1.5	-3.9	-12.5	16.2	-2.8	112.6
COC(=O)Nc1ccc(=O)n(Cc2c(Cl)cccc2Cl)c1	-1.4	-14.7	-4.2	0.3	-2.8	0.1	12.5	14.5	-3.2	108.8
O=C(NCCCCNC(=O)C1CCCC1)C1CCCC1	3.5	-3.5	3.7	1.1	-4.5	0.8	8.9	4.8	-0.9	96.9
Cc1cccc(-n2c(SCC(=O)N3CCCC3)nc3n[nH]c(C)c3c2=N)c1	0.1	-9.0	2.9	0.5	0.8	-1.6	-5.1	0.9	-0.2	/
COc1ccc(Nc2c3c(nc4ccc(C)cc24)CCC3)cc1	1.9	3.6	-8.0	2.9	1.9	-3.8	-6.8	9.5	-2.1	96.1
O=C(COC(=O)c1ccccc1Br)Nc1ccc(F)cc1	-1.0	2.9	-2.3	-8.4	-3.4	1.3	2.9	-1.4	0.3	97.6
O=c1c2cn[nH]c2nc(SCc2cc(=O)n3cc(Br)ccc3n2)n1-c1ccc(Br)cc1	4.5	-2.1	17.1	-8.5	-3.4	0.0	22.4	-8.5	1.8	83.8
Cc1ccc(NC(=O)CSc2ncn[nH]2)cc1S(=O)(=O)N1CCOCC1	-3.5	-7.5	14.8	3.5	-2.9	-5.9	-33.1	5.3	-1.1	109.5
CN(C)S(=O)(=O)c1cc(NC(=O)CSc2nn(-c3ccc(Cl)cc3)c(=S)s2)ccc1Cl	1.4	-6.6	-26.6	-4.5	-6.4	-3.7	1.3	-9.5	1.7	/
CC(Cn1cncn1)C(=O)N1CCN(S(=O)(=O)c2ccc(Cl)cc2)CC1 (stereo unspecified)	-2.6	-3.0	4.7	-7.9	-0.4	2.5	7.4	8.2	-1.5	109.3
CC1CCc2c(sc(NC(=O)CSc3ncnc4c3cnn4-c3ccccc3Cl)c2C#N)C1 (stereo unspecified)	8.8	13.3	6.4	-6.5	0.2	3.8	7.2	13.4	-2.3	100.6
CCCCN1C(=O)C(CC(=O)NCc2ccco2)CC(C(=O)N2CCOCC2)=C1C (stereo unspecified)	/	7.4	/	-6.7	0.2	-0.3	/	/	/	107.3
Cn1ccnc1SCC(=O)Nc1sccc1C#N	-3.5	-14.4	19.7	7.0	-0.2	-0.2	8.7	13.9	-3.3	103.9
COc1ccccc1CNC(=O)c1ccc2c(=O)n3c(nc2c1)CCCCC3	2.3	6.2	-10.0	-11.8	0.7	4.0	-5.1	15.9	-3.1	96.2
Nc1nc(N)nc(-c2cc(F)ccc2O)n1	-0.1	-7.0	10.4	-10.3	-1.4	-2.8	0.2	9.1	-1.6	107.0
COc1ccc(C(=O)NC(=S)Nc2cccc(NC(=O)c3ccco3)c2)cc1[N+](=O)[O-]	1.1	1.1	-2.7	0.8	0.2	3.1	10.0	26.0	-4.8	127.0
COCCN=c1scc(-c2cc(OC)c(OC)c(OC)c2)n1/N=C/c1c(C)[nH]c2ccccc12	-1.7	-8.2	9.5	-12.8	4.1	-1.0	5.7	-15.5	2.7	110.1
CS(=O)(=O)N(CC(=O)N1CCOCC1)c1cccc(Cl)c1	/	-1.7	/	-5.2	1.4	-0.8	/	/	/	97.9
CCS(=O)(=O)N1CCCC(C(=O)c2ccc(OC)cc2C)C1 (stereo unspecified)	1.1	-10.1	-8.0	0.9	-0.4	1.4	18.5	12.7	-2.4	97.1
CCN(C)c1ccc(/C=N\n2nnnc2N)cc1	2.9	-13.4	0.8	7.0	2.6	-2.6	-14.6	9.2	-1.5	/
O=C(COC(=O)c1ccc2c(c1)OCO2)Nc1nc(-c2ccccc2)cs1	-0.5	9.6	13.4	-0.8	-2.8	-1.5	1.4	24.4	-4.7	94.9
CCc1cc2c(=O)n(-c3ccc(C)cc3)cnc2s1	1.6	-1.3	1.9	5.7	-2.6	0.7	-4.5	12.0	-2.1	94.8
Cc1ccc(OCC(=O)NNC(=O)C2CCC2)cc1C	3.0	-6.0	0.4	-6.1	3.5	-4.3	-10.9	-2.4	0.5	102.0
COc1ccc(/C=C/C(=O)NCC(=O)N/N=C(/CCC(=O)O)c2ccccc2)cc1	-0.2	-18.7	-1.3	-10.3	2.9	7.5	-2.0	4.2	-0.8	89.9

Screens as filed in PubChem.
